Screens (PubChem BioAssay)
FBW7 activator – human FBW7 E3 ligase activation, primary screen | normalized activity (activation), % at 26.1 µM | 0.13% of 650,000 active | AlphaScreen FBW7–phospho-cyclin E peptide binding, activator screen; in the data active = normalized activity above about 1.9%;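 also: purified mutant Fbw7 with reduced substrate affinity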
MITF primary – blocks human microphthalmia-associated transcription factor. AlphaScreen MITF homodimerization, bead proximity signal. O75030. AID 1259374. inhibition, % at 2.6 µM. 0.91% of 650,000 active; in the data active = inhibition above about 50%;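 also: 0% = vehicle wells with protein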
Target sequence (O75030 whole entry, looked up): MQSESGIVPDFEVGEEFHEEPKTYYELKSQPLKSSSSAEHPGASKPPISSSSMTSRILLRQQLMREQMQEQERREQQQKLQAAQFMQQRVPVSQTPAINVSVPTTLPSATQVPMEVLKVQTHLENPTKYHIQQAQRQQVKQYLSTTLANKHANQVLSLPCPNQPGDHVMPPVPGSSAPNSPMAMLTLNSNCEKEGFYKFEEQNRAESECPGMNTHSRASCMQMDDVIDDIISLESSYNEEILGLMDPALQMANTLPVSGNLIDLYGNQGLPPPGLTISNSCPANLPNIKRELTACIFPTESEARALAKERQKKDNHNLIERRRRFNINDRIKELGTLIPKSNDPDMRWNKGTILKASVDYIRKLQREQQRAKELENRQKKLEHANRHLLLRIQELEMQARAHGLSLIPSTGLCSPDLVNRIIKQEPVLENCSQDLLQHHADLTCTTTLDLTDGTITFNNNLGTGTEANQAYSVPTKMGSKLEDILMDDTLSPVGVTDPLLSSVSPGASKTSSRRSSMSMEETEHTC
GPR151 ag – activators of human GPR151 | Q8TDV0 | PathHunter beta-arrestin GPR151 cells, luminescence | activation, % at 11.2 µM | 1% of 650,000 active | AID 1508602; in the data active = activation above about 4.9%;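 also: 0% = median of compound wells and 100% = cells with positive control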
Target sequence (Q8TDV0 whole entry, looked up): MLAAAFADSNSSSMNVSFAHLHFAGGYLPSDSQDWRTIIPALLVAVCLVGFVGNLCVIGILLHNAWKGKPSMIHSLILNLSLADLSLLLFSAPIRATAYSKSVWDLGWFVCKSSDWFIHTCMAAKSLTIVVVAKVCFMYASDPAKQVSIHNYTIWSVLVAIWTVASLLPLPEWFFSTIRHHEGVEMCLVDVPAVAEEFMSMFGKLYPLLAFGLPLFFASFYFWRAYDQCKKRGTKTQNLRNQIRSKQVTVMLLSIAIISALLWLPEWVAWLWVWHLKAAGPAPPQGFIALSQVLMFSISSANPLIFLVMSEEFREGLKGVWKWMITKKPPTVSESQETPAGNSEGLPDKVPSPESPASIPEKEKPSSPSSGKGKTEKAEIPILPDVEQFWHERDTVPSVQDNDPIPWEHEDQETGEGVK
TEAD-YAP inh – TEAD-YAP interaction inhibition | inhibition, % at 9.12 µM | AID 1259422 | HEK-TIYL cells, TEAD-Gal4/YAP UAS-luciferase luminescence | 1.4% of 640,000 active; in the data active = inhibition above about 32%;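 also: 0% = median of test compound wells and 100% = reference inhibitor wells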
The depositor's hits bear a star. This is a random part of the collection (roughly 3.5% active in at least one column).

SMILES | FBW7 activator | MITF primary | GPR151 ag | TEAD-YAP inh
COc1ccc(C(=O)Nc2nc3c(s2)C(=O)CC(c2ccccc2)C3)cc1 (stereo not drawn) | 0.0 | 9 | 0.0 | -8
CCn1c(=O)n(CC(=O)Nc2ccc(F)cc2)c(=O)c2ccccc21 | 0.1 | 2 | 1.0 | -2
OC(c1ccccc1)(c1ccccc1)c1cccnc1N1CCCCC1 | 0.0 | -6 | 0.7 | -3
CCOC(=O)c1c(NC(=O)C(C)Sc2nnc(CNC(=O)c3ccco3)n2C)sc2c1CCCC2 (stereo not drawn) | 0.1 | 1 | 0.8 | 7
O=C(NCc1cccc(Cl)c1)C1CCCN1c1nnc(N2CCCC2=O)s1 (stereo not drawn) | 0.7 | 0 | -1.0 | -5
Cc1[nH]c2ccccc2c1C(=O)COC(=O)[C@H](C)NS(=O)(=O)c1ccccc1F | -0.1 | -6 | 0.1 | 11
O=C(/C=C/c1ccccc1)c1ccccc1 | -0.1 | -18 | -1.6 | -9
O=C(NCc1ccc(F)cc1)c1cncc(NS(=O)(=O)c2ccc(Cl)cc2)c1 | -0.3 | 14 | 0.4 | -8
COc1ccc2oc(=O)c(-c3nnc(Nc4cc(Cl)ccc4OC)s3)cc2c1 | -0.1 | -3 | -1.8 | -8
CCCCCC(C)NC(=O)c1ccc(Br)o1 (stereo not drawn) | 0.8 | 11 | -1.2 | -6
COC(=O)c1ccc(-c2csc(NC(=O)c3ccc(S(=O)(=O)N4CCc5ccccc5C4)cc3)n2)cc1 | 0.0 | 0 | 0.2 | -9
CC1C(=O)N2CCCc3cc(S(=O)(=O)Nc4ccc(Cl)cc4)cc1c32 (stereo not drawn) | 0.3 | 13 | -0.1 | 10
Cc1ccc(N(CC(=O)NC2CCCC2)S(C)(=O)=O)cc1 | 0.3 | 1 | 1.1 | -7
O=C(CN1C(=O)S/C(=C\c2ccc(O)cc2)C1=O)c1ccccc1 | 0.2 | 2 | -0.9 | 15
C=C(C)[C@@H]1CC=C(CN[C@H]2C[C@@H](C(=O)NCCOC)N(Cc3ccccc3)C2)CC1 | 0.3 | 3 | -0.9 | 1
Cc1ccnc2nc(C(=O)Nc3ccc(C(C)(C)C)cc3)nn12 | -0.2 | -5 | -2.7 | 13
Cc1nnc2n1NC(c1ccc(Cl)cc1)C(C(=O)N1CCC(C)CC1)S2 (stereo not drawn) | -0.1 | 4 | 0.5 | 4
c1ccc(-c2ncc(CN3CCc4nnc(C5CCCO5)n4CC3)s2)cc1 (stereo not drawn) | 0.1 | -6 | -0.1 | 11
Cn1cc(S(=O)(=O)N2CCC(C(N)=O)CC2)c(=O)n(C)c1=O | 0.0 | 12 | 0.0 | 2
CC(C(=O)Nc1ccc(C(N)=O)cc1)c1ccc([N+](=O)[O-])cc1 (stereo not drawn) | 0.5 | 9 | -0.9 | 6

In the list so far, these have a furan ring, fused or not:
SMILES | FBW7 activator | MITF primary | GPR151 ag | TEAD-YAP inh
CCOC(=O)c1c(NC(=O)C(C)Sc2nnc(CNC(=O)c3ccco3)n2C)sc2c1CCCC2 (stereo not drawn) | 0.1 | 1 | 0.8 | 7
CCCCCC(C)NC(=O)c1ccc(Br)o1 (stereo not drawn) | 0.8 | 11 | -1.2 | -6

Whole records from above. Values in the order: FBW7 activator | MITF primary | GPR151 ag | TEAD-YAP inh
Record of O=C(CN1C(=O)S/C(=C\c2ccc(O)cc2)C1=O)c1ccccc1 = 0.2 | 2 | -0.9 | 15
Record of CCn1c(=O)n(CC(=O)Nc2ccc(F)cc2)c(=O)c2ccccc21 = 0.1 | 2 | 1.0 | -2
Record of Cc1[nH]c2ccccc2c1C(=O)COC(=O)[C@H](C)NS(=O)(=O)c1ccccc1F = -0.1 | -6 | 0.1 | 11
Record of O=C(NCc1ccc(F)cc1)c1cncc(NS(=O)(=O)c2ccc(Cl)cc2)c1 = -0.3 | 14 | 0.4 | -8

Returning to the listing, starting 3 compounds before the break.
SMILES | FBW7 activator | MITF primary | GPR151 ag | TEAD-YAP inh
c1ccc(-c2ncc(CN3CCc4nnc(C5CCCO5)n4CC3)s2)cc1 (stereo not drawn) | 0.1 | -6 | -0.1 | 11
Cn1cc(S(=O)(=O)N2CCC(C(N)=O)CC2)c(=O)n(C)c1=O | 0.0 | 12 | 0.0 | 2
CC(C(=O)Nc1ccc(C(N)=O)cc1)c1ccc([N+](=O)[O-])cc1 (stereo not drawn) | 0.5 | 9 | -0.9 | 6
COC(=O)[C@@H]1C[C@@H](NC(=O)CCc2ccc(C)cc2)CN1C(C)C | 0.0 | 4 | 0.6 | 4
CC(=O)OCC(OC(C)=O)C(OC(C)=O)C(OC(C)=O)C(=O)Nc1ccc(C)cc1C (stereo not drawn) | 0.2 | -13 | 1.0 | -4
C=CCNC(=O)c1ccccc1NS(=O)(=O)c1cccc([N+](=O)[O-])c1 | -0.2 | -3 | 1.0 | 9
CSCCC(C(=O)Nc1cccc(C(C)=O)c1)N1C(=O)C2C3c4ccccc4C(c4ccccc43)C2C1=O (stereo not drawn) | 0.8 | 16 | -1.6 | 4
COc1ccc(-c2nc3s/c(=C\c4cc(OC)ccc4OC)c(=O)n3n2)cc1 | 0.3 | 0 | -1.8 | 3
COc1ccc(N(CC(=O)Nc2ccc(C)c(F)c2)S(=O)(=O)c2c(C)n[nH]c2C)cc1 | 0.7 | 19 | -0.9 | -3
COc1cccc(CN2CCN(C(=O)C(C)(C)C)[C@@H](C)C2)c1 | -0.2 | -2 | 0.5 | -38
O=C(Nc1nc2c(cc3c4c(cccc42)CC3)s1)c1ccc(S(=O)(=O)N2CCCC2)cc1 | -0.1 | -1 | 0.0 | -5
CC(=O)CSc1nnc(-c2ccccc2)c2sc(C)nc12 | 0.1 | 14 | 1.2 | -1
CC1CCN(S(=O)(=O)c2ccc3c(c2)N(CC(=O)O)C(=O)CO3)CC1 | 0.0 | 1 | -0.9 | 5
CCN1C(=O)/C(=C/c2ccccc2O)SC1=S | -0.2 | 5 | -0.1 | -24
Clc1ccc(CN2C3=NCCN3c3ccccc32)cc1 | -0.1 | 3 | 1.5 | 8
Clc1ccccc1-c1nc(Nc2ccc3c(c2)OCCO3)c2ccccc2n1 | 0.3 | 13 | 0.6 | 27
Cc1ccc(S(=O)(=O)N/N=C/c2cc3c(cc2[N+](=O)[O-])OCO3)cc1 | 0.0 | 0 | 0.1 | 8
CCOc1ccc2c(c1)C(=C1SC(C(=O)OC)=C(C(=O)OC)S1)C(=S)C(C)(C)N2C(=O)c1sc2ccccc2c1Cl | -0.1 | 7 | 1.2 | 23
CCOc1ccc(CCNC(NC(=O)c2ccccc2)(C(=O)OC)C(F)(F)F)cc1OCC (stereo not drawn) | -0.1 | 3 | -1.1 | 1
CN(C)c1ccc(C2OCC3(CO2)COC(c2ccc(N(C)C)cc2)OC3)cc1 (stereo not drawn) | 0.0 | 4 | 0.8 | -4
COc1cccc(-c2ccc(OCCN3CCOCC3)nc2)c1 | 0.4 | 13 | -2.1 | -22
CCn1c(Cc2ccccc2)nnc1SCC(=O)OC(C)C | -0.2 | -11 | -0.2 | 5
CCCC(=O)NC(c1cccs1)c1cc([N+](=O)[O-])c2cccnc2c1O (stereo not drawn) | 0.0 | 17 | 1.2 | 10
CCc1ccc(NC(=S)N2CCNC(=O)C2CC(=O)OC)cc1 (stereo not drawn) | 0.3 | -23 | -0.8 | -1
CC(=O)c1c(C)[nH]c(C(=O)CN2C(=O)NC(C)(CCC(C)C)C2=O)c1C (stereo not drawn) | -0.2 | -3 | 1.3 | 2
COc1cc(-c2ccc(OCCCN(C)C)nc2)cc(OC)c1OC | 0.0 | 3 | -0.3 | 0
Cc1ccc(-n2nc3c(c2NC(=O)CC2CCCCC2)CS(=O)C3)cc1 (stereo not drawn) | 0.0 | 0 | 2.1 | 5
Cc1ccc(/C=N/NC(=O)COc2ccc(C#N)cc2)o1 | -0.1 | -17 | 0.9 | -8
Cc1cccc(-c2ocnc2C(=O)N2CCN(Cc3ccc4c(c3)OCO4)CC2)c1 | 0.1 | 14 | -0.5 | -13
COc1ccc(NC(=O)c2cc3ccc(O)cc3o/c2=N\c2sc3c(c2C#N)CCCC3)cc1 | 0.1 | 16 | -0.9 | 13
Nc1nc(CN2CCN(c3ccccc3)CC2)nc(Nc2ccc(Cl)cc2)n1 | -0.4 | -10 | -1.1 | -7
COc1cc2ccccc2cc1C(=O)Nc1ccccc1N1CCN(S(C)(=O)=O)CC1 | -0.2 | -15 | 0.6 | -8
O=c1oc(-c2ccco2)nc2sc3c(c12)CCCCC3 | 0.0 | 10 | -0.7 | -7
CC(NC(=O)c1ccc(NC2=NC3CS(=O)(=O)CC3S2)cc1)c1ccccc1 (stereo not drawn) | -0.3 | 22 | 1.2 | -9
OC[C@H]1O[C@@H](Oc2ccc(Cl)cc2Cl)[C@H](O)[C@@H](O)[C@H]1O | 0.1 | 1 | -1.6 | 20
COc1ccc(C)c2sc(=NC(=O)c3ccco3)n(C)c12 | 0.1 | 19 | -2.4 | 8
COc1cccc(NC(=O)N2CC=C(n3c(=O)[nH]c4ccccc43)CC2)c1 | 0.9 | -11 | 3.0 | 2
O=C(c1cccnc1SCc1cccc(F)c1)N1CCN(c2ccccn2)CC1 | -0.1 | 3 | 1.2 | -2
O=C(c1ccc(Cl)cc1)N1CCN(c2ccc3nncn3n2)CC1 | 0.1 | -4 | -0.2 | -3
Cc1[nH]c(=S)n(-c2ccccc2)c1C | 0.1 | -2 | -0.6 | 2
Cc1ccc(-n2cc(CN3CCN4C(=O)[C@@H](Cc5ccc(O)cc5)NC(=O)[C@H]4C3)cn2)cc1 | -0.1 | 2 | 0.4 | -8
Nc1cc(N2CCCC2CO)nc(N)n1 (stereo not drawn) | -0.1 | 14 | 0.8 | 3
CCc1ccc(C(=O)N2CCc3nc(N4CCCC4)[nH]c(=O)c3C2)cc1 | 0.3 | 15 | -1.0 | -4

3 compounds drawn at random from those above, as already listed:
SMILES | FBW7 activator | MITF primary | GPR151 ag | TEAD-YAP inh
Cc1ccc(-n2cc(CN3CCN4C(=O)[C@@H](Cc5ccc(O)cc5)NC(=O)[C@H]4C3)cn2)cc1 | -0.1 | 2 | 0.4 | -8
Nc1nc(CN2CCN(c3ccccc3)CC2)nc(Nc2ccc(Cl)cc2)n1 | -0.4 | -10 | -1.1 | -7
CC1CCN(S(=O)(=O)c2ccc3c(c2)N(CC(=O)O)C(=O)CO3)CC1 | 0.0 | 1 | -0.9 | 5

(continued)
SMILES | FBW7 activator | MITF primary | GPR151 ag | TEAD-YAP inh
Cc1[nH]c(=O)[nH]c(=O)c1S(=O)(=O)NCCC(C)C | -0.1 | 5 | 0.5 | 10
O=C(/C=C\c1ccccc1Cl)Nn1c(-c2cccc(Cl)c2)nc2ccccc2c1=O | 0.0 | 7 | -0.6 | 9
COC(=O)C1=C(C)NC(=O)/C1=C\c1cc(C)n(-c2c(C)cccc2C)c1C | 0.2 | -1 | 2.4 | -18
Cc1ccc(C)n1-c1cc(C(F)(F)F)ccc1Cl | 0.3 | -2 | 0.5 | -4
CCCCCN(C(=O)NC(=O)Nc1ccc(C)cc1)S(=O)(=O)c1ccccc1 | -0.1 | 4 | 0.6 | 3
COC(=O)C1=C(C(=O)OC)SC2(S1)C(C(=O)OC)=C(C(=O)OC)SC1=C2c2cc(C)ccc2N(C)C1(C)C | -0.2 | 9 | -0.9 | 1
COc1ccc(CCN2CCC(NC3CC4CCC(C3)N4C)CC2)cc1 (stereo not drawn) | -0.1 | 0 | 0.0 | 7
COC(=O)[C@@H]1CCCN1C(=O)CCc1nnc(-c2ccc(C)s2)o1 | 0.0 | -1 | 0.6 | -25
CCN(CC)C(=O)c1nn(-c2cccc(OC)c2)c(=O)c2ccccc12 | 0.0 | -4 | -0.4 | -11
CC(=O)c1ccc(NC(=O)c2ccc(Br)cc2)cc1 | -0.2 | -5 | 2.3 | -62
C[C@@H]1CN(C(=O)c2nc3ccc(Cl)cn3c2CNCc2n[nH]c3c2CCC3)C[C@H](C)O1 | 0.0 | 4 | 0.3 | 5
O=C(Nc1cccc2c1C(=O)NC2=O)c1ccc2c(c1)S(=O)(=O)c1ccccc1C2=O | 0.0 | 10 | -0.6 | 3
Cc1cccc(NC(=O)c2ccccc2NC(=O)c2cccc(S(=O)(=O)N3CCCC3)c2)c1 | -0.1 | 10 | -0.7 | 0
COc1cc(OC)cc(C(=O)NC(=S)N2CCCCCC2)c1 | -0.4 | 0 | -0.2 | 8
COC(=O)c1c(-c2ccccc2)csc1N1C(=O)Nc2ccccc2N1O | 0.0 | 1 | 1.1 | -13
CC(=O)N1C(c2ccccc2OC(=O)c2cc(C)on2)C[C@]2(C)CC(=O)NC12 (stereo partly drawn) | 0.1 | 1 | 2.8 | 8
Cc1ccc(C(=O)CN(C(=O)c2ccc([N+](=O)[O-])cc2)N2C(=O)c3ccccc3C2=O)cc1 | 0.1 | 0 | -3.4 | 3
CCCCOCC(O)CC(Cc1ccccc1)C(=O)NNC(=S)Nc1ccccc1 (stereo not drawn) | 0.2 | -24 | 0.6 | -10
O=C(N/N=C/c1ccncc1)c1cnn(-c2ccccc2)c1C(F)(F)F | -0.2 | -20 | 0.3 | -16
O=C(Nc1ccccc1)OCCOc1ccccc1 | 0.1 | 9 | 1.0 | -78
Cc1sc(NC(=O)Cn2nc(C(F)(F)F)cc2C)nc1-c1ccccc1 | -0.1 | 4 | 0.2 | 7
Cc1oc(-c2ccc(Cl)cc2)nc1CSCC(=O)N1CCCCC1 | 0.4 | 20 | -0.8 | 17
